Screens (PubChem BioAssay)
KDM5B inhibitor: Primary screen for KDM5B Histone Demethylases FDH-coupled qHTS. KDM5B demethylase, FDH-coupled NADH fluorescence (FDH is formaldehyde dehydrogenase). Potency, µM (titrated, usually from 57.7 µM), without a hit: at the highest dose activity change, negative = inhibition, usual class: inhibitors. AID 1347165, 2019. hit rate 2.6% among 220,000. Lysine-specific demethylase 5B (Homo sapiens), Q9UGL1; active = well fitted inhibition curve with a large enough effect; inconclusive = small, poorly fitted or top-dose-only effect; inactive = no such curve, though single readings can be large or run the other way; note: 0% is about no effect; nearly all actives have a fitted effect of over 70% in size
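Here, H3K4me3 peptide (12.5 µM in substrate mix) is demethylated by KDM5BΔAP, 200 nM final, after 10 min compound exposure. Formaldehyde product is coupled through FDH (0.25 U/mL in mix) to NADH fluorescence; 30-min ΔRFU feeds dose-response curves.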
The depositor's hits bear a star; ? = inconclusive; [ ] = remark or other dose. Potency is the fitted concentration of half-maximal effect. Not all compounds are listed. The share of hits here may be higher or lower than overall.

SMILES	KDM5B inhibitor
CC(C)CCNc1nc2ccccc2nc1C(C#N)S(=O)(=O)c1ccc(F)cc1 (stereo not given)	?
COC(=O)CNC(=O)C1CN(S(=O)(=O)c2cccnc2)CC12CCCCC2 (stereo not given)	-12%
CCc1ccc(C2C(C(C)=O)C(=O)CC(C)(O)C2C(C)=O)cc1 (stereo not given)	6%
CC1CCCN(c2ncnc3c2CN(C2CCNCC2)C(=O)CN3C)C1 (stereo not given)	?
Clc1cccc(-c2ccc(CNc3ncncn3)o2)c1	?
O=C1CO[C@H]2CN(c3ncccn3)C[C@H]2N1Cc1ccncc1	40µM*
O=C(c1ccc(=O)[nH]c1)N1CCC(C(=O)N2CCc3c(nc4cc(-c5ccccc5)[nH]n4c3=O)C2)CC1	?
Cc1ccccc1-c1[nH]nc2ncc(-c3ccccc3F)nc12	35µM*
CCOc1ccccc1NC(=O)N1c2ccccc2CC1c1nc(C(C)C)no1 (stereo not given)	?
Cc1ccc(C(=O)Nc2cccc(-c3nnc4n3CCCC4)c2)c(C)c1	-5%
CC(C)CS(=O)(=O)Nc1ccc([C@H]2OCC(=O)N(C)[C@@H]2CO)cc1	14%[86.2 µM]
COc1ccccc1N1CCN(c2c(CN3CCCC3)c(=O)oc3ccccc23)CC1	-24%
COc1ccc(N2CC(C(=O)N3CCC(C(=O)N4CCOCC4)C3)NC2=O)cc1 (stereo not given)	16%
COCCNc1nc2c(S(=O)(=O)c3ccccc3)nnn2c2ccccc12	-19%[115 µM]
CCn1c(N2CCN(C)CC2)nc2c1c(=O)[nH]c(=O)n2C	-10%
COCCN1CN=C(Nc2nc(C)c3ccccc3n2)NC1	-19%
O=C(NCCCn1ccnc1)c1cccc(Br)c1	40%
COC[C@@H]1CN(S(=O)(=O)c2ccccc2C)C[C@H]1c1nc(C)no1	5%
COCCNC(=O)[C@H]1C[C@H](Oc2cccnc2)CN1C(=O)Cc1cccc(C)c1	6%
CC(=O)Nc1cc(-c2cn(C)c(=O)n3cc(CN4CC[S+](=O)([O-])CC4)nc23)ccn1	35µM*
CCC(CO)NS(=O)(=O)c1cc(-c2nnc3c4ccccc4c(C)nn23)ccc1OC (stereo not given)	?
CCN(C(=O)CCNC(=O)Cn1cnc2ccccc2c1=O)c1cc(OC)ccc1OC	-10%
Cc1ccc(-c2cc3c(=O)n(CC(O)c4ccc(C)c(C)c4)ccn3n2)c(C)c1 (stereo not given)	35µM*
O=C(CCN1CCOCC1)NC12CC3CC(CC(C3)C1)C2	0%
Cc1noc(C)c1S(=O)(=O)NCCc1ncc(C)n1C1CCC1	-18%
O=C1C2CCCN2C(=S)N1c1ccccc1 (stereo not given)	18%
Cc1cccc(Cn2c(Br)nc3c2c(=O)n(C)c(=O)n3C)c1	3%
O=C(NC(=S)Nc1ccccc1)C1CCCCC1	13%
Cn1c(Cn2ccnc2)nnc1C1CCCN(C(=O)CCc2ccncc2)C1 (stereo not given)	-13%
COc1ccc(CNC(=O)c2ccc3c(c2)N(C(=O)c2ccc(F)cc2)CC3)cc1OC	-16%
CCOc1ccccc1CN1CCC2(CCN([S+](=O)([O-])c3c(C)noc3C)CC2)Oc2ccccc21	-17%
CC(NC(=O)c1ccc(N2Cc3ccccc3Oc3ncccc32)s1)c1ccccc1 (stereo not given)	16%
Cc1ccc(Nc2nc(N)nc(COc3ccccc3C(N)=O)n2)cc1	-2%
COc1cccc(CNC(=O)Cn2nc(N3CCN(c4ccccc4OC)CC3)ccc2=O)c1	-13%
O=C(CSc1ncnc2ccccc12)Nc1ccc(F)c(F)c1F	-1%
CC(=O)Nc1cccc(NC(=O)c2cc3cc(Cl)ccc3nc2C)c1	3%
COc1ccc(NC(=O)C2CCN(c3ccc(Sc4ccc(C)cc4)nn3)CC2)cc1	-16%
NS(=O)(=O)c1ccc(NC(=O)CCc2nc3ccccc3c(=O)[nH]2)cc1	6%
COc1ccc(-c2cc3n(n2)C(C(=O)Nc2ccccc2F)CC(=O)N3)cc1OC (stereo not given)	-5%
COCCC(=O)N1CCC(n2c(C)cnc2-c2ccncc2)CC1	-22%
CC(CCCN(C)C)C(Cc1ccccc1)c1ccccc1 (stereo not given)	23%
CCC(=O)Nc1nc2c(C)cc(NS(=O)(=O)c3cc(F)ccc3F)cc2s1	8%
Cc1cccc(-n2nnnc2SCCCn2c(=O)c3c(ncn3C)n(C)c2=O)c1	?
CCNc1ncnc2c1nnn2C	-19%
CC(O)CNc1ccc(-c2nn(C)c(=O)c3ccccc23)cc1[N+](=O)[O-] (stereo not given)	5%
Cc1ccc2nc(/C(C#N)=C\c3ccccc3)[nH]c2c1	-14%
CCC(NC(=O)c1cc(Cn2ccc3ccccc32)[nH]n1)c1ncccc1C (stereo not given)	?
NC(=O)c1c(NC(=O)CSc2ccccn2)sc2c1CCCC2	-1%
Cc1ccc(Nc2nc(NCc3ccco3)nc3c2cnn3-c2ccccc2)cc1C	?
COCCN(C(=O)c1csnn1)C(C(=O)NC1CCCC1)c1ccc(C)cc1 (stereo not given)	29%
C[C@H]1[C@@H]2[C@@H](O)C([C@H](C)C(=O)NC3CCCCC3)CC[C@@]2(C)CC[C@@H]1NC(=O)c1ccccn1 (stereo not given in full)	-22%
CCCCc1cc(C[C@@H]2C[C@H](NC(=O)c3cccc(F)c3)C2(C)C)no1	-16%[86.2 µM]
CCC(C)NC(=O)c1cc(-c2ccc(F)cc2)cn1C (stereo not given)	8%
COc1nc2c(cc1CNC(=O)C1(C)CC1)C(=O)N(CCc1ccccn1)C2	5%
CC(C)(C)C(=O)/C(=C/c1ccc(Cl)cc1)n1cncn1	-2%
CCCC(=O)C1=C(c2ccc(C)cc2)N(C(=O)CCC)n2cnnc2S1	?
CCOC(=O)C(=NNc1ccc(C)cc1)C(=O)OCC	-20%
Cc1nn2c(SCC(=O)NCc3ccccc3Cl)nc3ccccc3c2nc1=O	8%
Cc1cc(C)nc(NNc2ccc([N+](=O)[O-])cc2)n1	?
Cc1c(-c2ccccc2)oc2c(C(=O)OCC(=O)NC(=O)NC(C)C)cccc2c1=O	-7%
Other results.
SMILES	KDM5B inhibitor
CCc1cc(=O)oc2c(C)c(OC(C)C(=O)NCc3ccccn3)ccc12 (stereo not given)	?
COc1ccc(N2C(=O)CSC23C(=O)N(CC(N)=O)c2ccccc23)cc1 (stereo not given)	13%
CCc1nncn1C1CCN(S(=O)(=O)c2cc(OC)ccc2OC)CC1	-9%
O=C(c1ccccc1)N1CCn2c(nn(-c3ccc(C(F)(F)F)cc3)c2=O)C1	?
C[N+]1(CC(=O)OCCCC2CCCCC2)CCOCC1	16%
CCCN1CCN(c2nnc(-n3cccc3CNCc3ccc(OC)cc3OC)s2)CC1	18%
CCOc1cc(C)c(C(C)C)cc1S(=O)(=O)Nc1cccnc1	21%
Cn1cc(C(=O)CN2C(=O)COc3ccc(Cl)cc32)c2ccccc21	-14%
CC1CN(c2ccccc2C#N)C(=O)CN1C(=O)Cc1cn2ccsc2n1 (stereo not given)	-20%
O=C(NCc1cnccn1)C1CCCN(c2cnn(Cc3ccccc3)c(=O)c2)C1 (stereo not given)	3%
O=C(O)C1CCCCN1C(=O)c1ccc(Cl)c(S(=O)(=O)N2CCCCC2)c1 (stereo not given)	-2%
COc1ccc2sc(N(Cc3cccnc3)C(=O)c3ccco3)nc2c1	-13%
O=C(Nc1nnc(-c2ccncc2)s1)C(=O)c1c[nH]c2ccccc12	1%
COc1ccc2[nH]cc(CCn3ccc4c(cnc5ncnn54)c3=O)c2c1	32%
O=C(Cn1nnc(-c2ccc(Cl)cc2)n1)N1CCN(C(=O)c2ccco2)CC1	-11%
N#Cc1c(SCC(=O)NCCc2ccccc2)nc(N2CCOCC2)c2c1CCCC2	-5%
COCc1nncn1C1CCN(S(=O)(=O)c2ccc(Br)cc2)CC1	14%
Cc1ccc(C2c3cc(OCc4nc(C(=O)NCC(C)C)co4)ccc3CCN2C(=O)C2CC2)cc1 (stereo not given)	7%
Cc1cccc(NC(=S)N(CCC#N)c2ccc(F)cc2)c1	-14%
CC(C)Oc1ccc(CN2CCC3(CCNCC3)C2)cc1	32%

KDM5B inhibitor, hit marks shown above
SMILES	KDM5B inhibitor
O=C1CO[C@H]2CN(c3ncccn3)C[C@H]2N1Cc1ccncc1	40µM*
Cc1ccccc1-c1[nH]nc2ncc(-c3ccccc3F)nc12	35µM*
CC(=O)Nc1cc(-c2cn(C)c(=O)n3cc(CN4CC[S+](=O)([O-])CC4)nc23)ccn1	35µM*
Cc1ccc(-c2cc3c(=O)n(CC(O)c4ccc(C)c(C)c4)ccn3n2)c(C)c1 (stereo not given)	35µM*

4 of the compounds above, with each value named:
structure: CCOc1cc(C)c(C(C)C)cc1S(=O)(=O)Nc1cccnc1
  KDM5B inhibitor: 21%

structure: Cn1cc(C(=O)CN2C(=O)COc3ccc(Cl)cc32)c2ccccc21
  KDM5B inhibitor: -14%

structure: CC1CN(c2ccccc2C#N)C(=O)CN1C(=O)Cc1cn2ccsc2n1 (stereo not given)
  KDM5B inhibitor: -20%

structure: O=C(NCc1cnccn1)C1CCCN(c2cnn(Cc3ccccc3)c(=O)c2)C1 (stereo not given)
  KDM5B inhibitor: 3%

(listing goes on)
SMILES	KDM5B inhibitor
Cc1nc(-c2c3n(c(=O)n(CC(=O)Nc4cccc(Cl)c4C)c2=O)CCCCC3)no1	15%
COc1ccc(N(Cc2cccs2)C(=O)Cn2nnc(-c3ccccc3C)n2)cc1	-7%
COc1ccc(C2Cn3nnc(-c4nc(-c5ccc(OC)c(F)c5)no4)c3CO2)cc1 (stereo not given)	-15%
CCOC(=O)CSC1=Nc2ccccc2C2=NC(CCC(=O)NCc3ccccc3)C(=O)N12 (stereo not given)	?
FC(F)(F)c1ccncc1-c1nnc(C2CCCCC2)o1	18%
N#Cc1ccc(S(=O)(=O)N2CCC(C3CCNC3)CC2)cc1 (stereo not given)	9%
COc1ccc(-c2noc([C@@H]3CCCN3C(=O)c3ccc(Cl)cc3)n2)cc1OC	13%
CC(C)Cc1ccc(S(=O)(=O)N(C)CC2CCOCC2)cc1	4%
COc1ccc(CN(C(=O)c2ccc(Cl)cc2F)C2CC2)c(OC)c1	16%
CNC(=O)N1CCC2(CC1)CC(N1CCN(CC(C)C)CC1)CCO2 (stereo not given)	-6%
O=C(Nc1ccccc1F)Nc1ccccc1N1CCCCC1	5%
CCOC(=O)c1sc(Nc2cccc(C)c2)nc1C	-28%
CC(=O)Nc1ccc(NC(=O)COc2ccc3c(=O)c(-c4ccccc4)c(C)oc3c2)cc1	20%
O=C1COc2ccc(-c3cccnc3)nc2CN1Cc1ccc(C(F)(F)F)cc1	-29%[86.2 µM]
CCOc1ccc(CNCC2CCCO2)cc1OCC (stereo not given)	6%
CC(=O)OC1CCN(CCc2ccccc2)C(C)C1C (stereo not given)	17%
COc1cccc(-c2cc3c(=O)n(CCNC(=O)c4ccccc4OC)ccn3n2)c1	?
Cc1ccc(C)c(N2CCN(C(=O)CCS(=O)(=O)c3ccc4c(c3)CCN4C(=O)C3CC3)CC2)c1	-17%
COc1ccccc1CN1CC[C@H]2COC(=O)N2c2cc(C)ccc2C1	14%[86.2 µM]
O=C1NC2(CCN(C(=O)c3ccc4c(c3)OCO4)C2)Oc2ccccc21 (stereo not given)	-6%

As entered above:
CCOC(=O)c1sc(Nc2cccc(C)c2)nc1C in KDM5B inhibitor is listed with -28%
COc1ccccc1CN1CC[C@H]2COC(=O)N2c2cc(C)ccc2C1 in KDM5B inhibitor is listed with 14%[86.2 µM]

The main list resumes, starting two compounds before the break.
SMILES	KDM5B inhibitor
COc1ccccc1CN1CC[C@H]2COC(=O)N2c2cc(C)ccc2C1	14%[86.2 µM]
O=C1NC2(CCN(C(=O)c3ccc4c(c3)OCO4)C2)Oc2ccccc21 (stereo not given)	-6%
O=C(Nc1ccc2c(c1)OCCO2)N1CCC(Cc2nc(C3CC3)n[nH]2)C1 (stereo not given)	-14%
Cc1noc([C@H]2CCN(C(=O)Cc3c[nH]c4ccccc34)C[C@H]2NC(=O)C2CC2)n1	-22%
O=C(c1ccoc1)N1CCCC(Cc2nc(C3CCOCC3)no2)C1 (stereo not given)	-1%
CCOc1ccc(CN(C)Cc2cc(C(C)(C)C)c(O)c(C(C)(C)C)c2)cc1OC	-16%
O=C([C@H]1C[C@@H](F)CN1S(=O)(=O)Cc1ccc(Cl)cc1)N1CCOCC1	-10%
COCc1ccc2c(c1)c(OC(C)(C)C(=O)NC(C)C)nn2Cc1cccc(OC)c1	35µM*
O=C(O)C[C@@H]1CCN(C(=O)Cc2cccs2)C[C@@H]1CCN1CCN(c2ccc(F)cc2)CC1	4%
Cc1ccc(CNC(=O)Cn2c(=O)c3c(ncn3C)n(C)c2=O)cc1F	19%
CC(C)(C)c1nnc([C@H]2CCN(C(=O)C3CC3)C2)o1	-12%[115 µM]
O=C(CCC[C@H]1NC[C@@H]2C[C@H]1CN(Cc1ccccc1)C2)Nc1ccc(N2CCOCC2)cc1	?
O=Cc1ccc(-c2ccc(Br)cc2F)o1	-25%
CC(C)(C)CCN1CCCC(COc2ccccc2C(=O)N2CCOCC2)C1 (stereo not given)	23%
CCOc1nc2ccccc2nc1N1CCC(C(=O)Nc2ccc(Cl)cc2C)CC1	16%
O=C1COc2ccc(-c3cccc(OC(F)(F)F)c3)nc2CN1	11%[86.2 µM]
Cc1ccc(NC(=O)c2nc(S(=O)(=O)Cc3ccc(F)cc3)ncc2Cl)cc1C	?
CNC(=O)COC(=O)c1cc(Cl)ccc1Cl	-1%
